Source: PubChem (several laboratories)
PKA-R2B activ – activators of PKA-R2B holoenzyme, primary screen, biochemical, fluorescence polarization, Cy5-IP20, human | actives 0.079% (n = 340,000) | activation, % at 11.4 µM | cAMP-dependent protein kinase catalytic subunit beta (Homo sapiens) + cAMP-dependent … | PKA-R2B holoenzyme dissociation; R2B truncated from residue 108, S112A mutant; 0% DMSO only, 100% 113 µM cGMP | AID 504700, 2011;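 active = activation above a cutoff set at the mean over all compounds plus 3 SD, cut at about 18% in these data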;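 also: higher means more holoenzyme dissociation and a rise in polarization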
Target sequence (P31323 whole entry, looked up, other chains not shown, the tested form may be a part): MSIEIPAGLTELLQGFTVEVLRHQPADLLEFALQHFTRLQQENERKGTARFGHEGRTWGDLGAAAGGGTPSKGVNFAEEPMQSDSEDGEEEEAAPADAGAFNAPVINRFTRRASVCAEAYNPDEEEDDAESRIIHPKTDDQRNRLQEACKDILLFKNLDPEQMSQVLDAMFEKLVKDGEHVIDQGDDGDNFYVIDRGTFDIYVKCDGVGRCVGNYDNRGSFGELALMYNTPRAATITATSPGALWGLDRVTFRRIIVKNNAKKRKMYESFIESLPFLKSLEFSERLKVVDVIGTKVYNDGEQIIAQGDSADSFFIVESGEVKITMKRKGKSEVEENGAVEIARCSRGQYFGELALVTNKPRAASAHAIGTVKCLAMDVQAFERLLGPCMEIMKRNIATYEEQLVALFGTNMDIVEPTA
Cardiac RTF inh – cardiac RTF calcium sensitivity inhibitors, primary screen, biochemical, IANBD-TnC fluorescence, EC70 calcium; IANBD-labeled cardiac RTF, Ca2+ fluorescence; inhibition, % at 7.15 µM; actives 0.12% (n = 340,000); AID 493244, 2011;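 active = inhibition above the mean inhibition of all tested compounds plus 3 SD, cut at about 17% in these data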;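 also: assay run at fixed EC70 calcium of 1.6 mM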
Keap1-Nrf2 PPI – Keap1-Nrf2 protein-protein interaction inhibitors, primary screen, biochemical, fluorescence polarization, single point; Kelch-like ECH-associated protein 1 (Homo sapiens), Q14145; actives 0.15% (n = 340,000); inhibition, % at 9.4 µM; Keap1 Kelch-Nrf2 peptide fluorescence polarization, 1536-well; in the data active = inhibition above about 12%; inconclusive = no clear call, values can overlap the other calls; inactive = below about 7.3%;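 also: human Keap1 Kelch domain with fluorescein labeled Nrf2 9mer peptide probe; 0% = neutral control wells and 100% = peptide positive control; higher means more block of Keap1 binding to Nrf2 peptide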
NSD2 inh – NSD2 histone methyltransferase inhibitors, primary screen, biochemical, AlphaScreen, single concentration, set 2; NSD2 peptide methylation, 120 min; inhibition, % at 12.5 µM; actives 0.54% (n = 310,000); Histone-lysine N-methyltransferase NSD2 (Homo sapiens), O96028; in the data active = inhibition above about 50%
PvdQ inh – P. aeruginosa PvdQ acylase inhibitors, primary screen, biochemical, fluorescence, plate reader and imaging, single point. PvdQ acylase [Pseudomonas aeruginosa LESB58]. purified PvdQ acylase. inhibition, % at 10 µM. actives 0.063% (n = 340,000). AID 488965, 2010; in the data active = inhibition above about 30%, passing the limit was not always enough; inconclusive = no clear call, values can overlap the other calls;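 also: 0% = vehicle neutral wells and 100% = reference inhibitor wells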
SR-BI uptake up – activators of SR-BI mediated DiI-HDL uptake, primary screen, ldlA[mSR-BI] CHO cells, DiI fluorescence | 3 h; 100 = double the neutral-control signal | actives 0.096% (n = 320,000) | activation, % at 12.5 µM;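 active = mean replicate activation of at least 60% and every replicate at or above 60%; inconclusive = mean or all-replicate condition met, but not both; inactive = mean below 60% and not all replicates reaching 60%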;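 also: 0% = median plate neutral-control signal and 100% = twice that signal; values of inactives mirror those of a sister screen read the other way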
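Assay system: CHO ldlA[mSR-BI] cells, LDL receptor-null, SR-BI overexpressing; medium: Ham's F12 with 0.5% BSA, HEPES 25 mM, pH 7.4; also added: DiI-HDL 10 µg/mL; timing: 3 h uptake period with compound, 37 °C; signal: DiI fluorescence, bottom read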
Arr AP2 block – inhibitors of beta-arrestin/AP2 binding, primary screen, biochemical, GPCR trafficking, flow cytometry. inhibition, % at 10 µM. actives 0.31% (n = 340,000). beta-arrestin 1 C-terminal peptide binding to AP2 beta2-adaptin appendage (human). AID 504490, 2011. FITC-arrestin peptide / GST-AP2 beads; AP2 beta2 appendage carries R879A mutation;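 active = inhibition above a set limit, near 3 SD of compounds lacking own fluorescence, cut at about 54% in these data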;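 also: plate controls were DMSO wells for no effect and 5 µM unlabelled arrestin peptide for full effect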
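Measured by: flow cytometry, FL1 (488/535 nm); Material: AP2 appendage R879A on GSH beads; Evaluation: percent response; Timing: pre-incubation 12 min, peptide binding 1 h, room temperature; Also added: 50 nM FITC-arrestin peptide; Medium: PBS with 0.05% Tween 20 and 0.1% BSA.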
SR-BI DiI inh – inhibitors of SR-BI mediated HDL lipid uptake, primary screen, ldlA[mSR-BI] cells, fluorescence, single point; Scavenger receptor class B member 1 (Mus musculus), Q61009; ldlA[mSR-BI] CHO cells, DiI-HDL uptake fluorescence, 3 h; inhibition, % at 12.5 µM; actives 0.96% (n = 320,000); AID 488896, 2010;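 active = mean replicate inhibition of at least 70% and a set share of replicates each scoring 70 or more; inconclusive = meets just one of the two criteria; inactive = fails both criteria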;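 also: 0% = median of neutral control wells and 100% = median of positive control wells; values of inactives mirror those of a sister screen read the other way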
LANA DNA inh – inhibitors of KSHV C-LANA binding to DNA, primary screen, biochemical, fluorescence polarization, FAM-LBS DNA, MBP-C-LANA, single point; Kaposi's sarcoma herpesvirus LANA C-terminal domain (residues 932-1162) DNA binding; inhibition, % at 9 µM; actives 0.078% (n = 340,000); AID 504423, 2011;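 active = highest replicate inhibition at or above 60% at 9 µM, even if other replicates fall short; inactive = all replicates below 60% inhibition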;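 also: 0% = neutral control wells and 100% = 4 µM acridine orange control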
DAGLB inh – DAGLB lipase inhibitors, primary screen, biochemical, fluorescence, HTS. Diacylglycerol lipase-beta (Homo sapiens), Q8NCG7. HEK293T DAGLB membrane lysate, EnzChek fluorogenic substrate. inhibition, % at 5.17 µM. actives 0.059% (n = 340,000). AID 504411, 2011; in the data active = inhibition above about 34%;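 also: 0% = enzyme with vehicle and 100% = wells lacking enzyme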
Target sequence (Q8NCG7 whole entry, looked up): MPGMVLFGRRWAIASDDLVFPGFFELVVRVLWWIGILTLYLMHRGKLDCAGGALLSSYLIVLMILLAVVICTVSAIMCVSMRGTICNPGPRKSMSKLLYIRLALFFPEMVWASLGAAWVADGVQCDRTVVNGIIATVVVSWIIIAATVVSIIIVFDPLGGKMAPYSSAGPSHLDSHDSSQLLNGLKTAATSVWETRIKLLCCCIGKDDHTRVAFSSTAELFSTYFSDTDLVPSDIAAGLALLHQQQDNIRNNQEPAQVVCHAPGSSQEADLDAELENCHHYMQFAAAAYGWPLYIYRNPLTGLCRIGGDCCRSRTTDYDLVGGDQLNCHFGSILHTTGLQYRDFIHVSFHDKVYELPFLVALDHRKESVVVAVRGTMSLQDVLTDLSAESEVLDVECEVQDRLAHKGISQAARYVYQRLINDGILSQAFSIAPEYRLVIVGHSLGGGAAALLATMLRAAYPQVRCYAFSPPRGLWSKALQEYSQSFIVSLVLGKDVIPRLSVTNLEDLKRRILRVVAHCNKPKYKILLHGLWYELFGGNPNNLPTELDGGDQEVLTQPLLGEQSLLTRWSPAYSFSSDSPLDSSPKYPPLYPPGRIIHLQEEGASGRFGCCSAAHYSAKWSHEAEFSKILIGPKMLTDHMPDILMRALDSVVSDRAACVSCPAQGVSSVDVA
Active calls of the source: *; ? = inconclusive; nt = not tested or not shown.

Order of values – PKA-R2B activ, Cardiac RTF inh, Keap1-Nrf2 PPI, NSD2 inh, PvdQ inh, SR-BI uptake up, Arr AP2 block, SR-BI DiI inh, LANA DNA inh, DAGLB inh
> Cc1ccc(C2=CC(c3ccc(C)cc3)n3ncnc3N2)cc1 (centres undefined)
 : 0, -11, 1, nt, 4, -9, 7, 9, 0.1, -15
> Cc1nc2cc(Cl)ccc2n1-c1ccccc1
 : 10, -15, 1, nt, -4, -26, -3, 26, -2.8, -1
> CC(C)[C@H](NC(=O)N1CC(=O)Nc2ccccc21)C(=O)N[C@@H](Cc1ccccc1)C(=O)O
 : -8, -2, -1, nt, -10, 36, 10, -36, -4.3, -4
> O=S(=O)(CCN1CCCCC1)CCS(=O)(=O)CCN1CCCCC1
 : -14, 3, -4, 1, -8, 5, -3, -5, 3.1, 3
> CCN(c1ccccc1)S(=O)(=O)c1ccc2c(c1)CCCN2C(C)=O
 : -2, -4, -2, 2, -12, 18, -14, -18, 0.0, -1
> O=C1CCCN1C(=O)COc1ccc([N+](=O)[O-])cc1
 : -14, 0, -4, -1, -11, 19, 1, -19, 1.9, -2
> CNC[C@@H]1Oc2ccc(NC(=O)Nc3c(C)noc3C)cc2CC(=O)N([C@H](C)CO)C[C@H]1C
 : -6, -10, -5, nt, 6, 7, 30, -7, 0.8, -2
> C=CCn1c(SC(C)C(=O)NC2CC2)nnc1-c1ccoc1C (centres undefined)
 : 2, -20, 0, 0, -9, 23, -4, -23, 1.7, 1
> Cc1ccc(C(=O)COC(=O)c2ccco2)cc1C
 : 6, -4, 2, -2, -4, 16, -4, -16, -0.3, -3
> O=C(N/N=C/c1c[nH]c2ccc(Br)cc12)c1ccn(Cc2ccc(Cl)cc2Cl)n1
 : 3, -1, 2, -4, -7, -18, 5, 18, 1.0, -1
> CCOc1ccccc1N(C)C(=O)Cn1ncc2c([nH]c3ccc(C)cc32)c1=O
 : -6, -11, 4, 1, 8, -8, 22, 8, 0.3, 0
> Cc1ccc(-n2ncc3c2CC(C)(C)CC3NC(=O)CCN2CCCO2)cc1 (centres undefined)
 : 3, -3, -2, 0, 6, -4, -12, 4, 1.5, 0
> O=S(=O)(N1CCCCCC1)N1CCNCC1
 : 7, 9, -2, -1, -7, 6, -2, -6, 1.6, -1
> O=C(O)/C=C\C(=O)Nc1cc(O)ccc1[N+](=O)[O-]
 : 3, 13, -4, 13, -9, -3, -5, 3, -7.6, 4
> Cc1ccc(C2(c3noc(CN4CCC(C(=O)N5CCOCC5)CC4)n3)CCCC2)cc1
 : 3, -13, 5, 1, -4, nt, 13, nt, 1.1, 3
> COc1cc(CNC(=O)CCCCCCC(C)C)ccc1O
 : 12, -2, 0, nt, 15, -5, 2, 5, -3.1, 0
> COc1ccc(NC(=O)C23CC4CC(C2)CC(c2ccccc2)(C4)C3)c(OC)c1
 : -1, -1, -2, -1, -10, -62, 15, 62, -1.4, -15
> O=C(O)C1=C[C@H](c2ccccc2)C[C@H](OCc2ccc(CO)cc2)O1
 : -6, 0, -4, nt, -17, 11, -6, -11, 2.0, 2
> O=C(NC12CC3CC(CC(C3)C1)C2)C12CC3CC(C1)CC(n1cnc(Cl)n1)(C3)C2
 : 7, 9, -1, 1, -1, 25, 17, -25, -1.8, -2
> O=C(CSc1nc(-c2ccccc2)cc(=O)[nH]1)Nc1ccccn1
 : -3, -9, -3, 38, -2, 4, 6, -4, -3.2, 1
> O=C(CSc1nnnn1-c1cccnc1)Nc1ccccc1F
 : -3, -4, -1, -1, -8, -6, -7, 6, 0.3, 0
> CCOC(=O)CSc1cc(-c2ccccc2)nc2ncnn12
 : 5, -10, -5, 9, -10, -6, 19, 6, 0.5, 0
> OC(CNCCC1C=Nc2ccccc21)Cn1c2ccc(Cl)cc2c2cc(Cl)ccc21 (centres undefined)
 : -3, 7, -1, -1, 6, 19, 31, -19, 1.3, 0
> CCc1noc(C)c1C(=O)NCCc1ccc(F)cc1
 : -7, -12, -5, 0, -12, 14, -1, -14, 1.2, -1
> CCOc1ccc(NC(=O)CCNS(=O)(=O)c2ccc3c(c2)c(=O)n(C)c(=O)n3C)cc1
 : -2, -10, -3, -3, -4, 17, 4, -17, -1.0, 1
> Cc1cccc(N2CCN(C(=O)c3ccccn3)CC2C)c1 (centres undefined)
 : -9, 0, 0, -1, -7, 27, -1, -27, 1.6, -3
> Cc1ccc(NC(=S)NCc2ccc3c(c2)OCO3)c(C)c1
 : -11, -18, -1, nt, -16, 14, -8, -14, -0.6, -3
> Cc1ccc(S(=O)(=O)N(C)C)cc1NC(=S)NC1CCCC(C)C1C (centres undefined)
 : -2, -8, 0, -5, -14, -7, -2, 7, 0.8, 5
> COc1ccc(CNC(=O)CN(Cc2ccccc2F)C(=O)c2csnn2)cc1
 : 1, -4, -4, 1, 5, 19, -1, -19, 1.0, -2
> Cc1cc(C)nc(Nc2cc([N+](=O)[O-])ccc2C)n1
 : -6, 4, -7, -4, 0, -10, 6, 10, 0.4, 0
> CCN(CC)CCOC(=O)c1c(C)oc2ccc(OC)cc12
 : 7, -7, -4, 18, -7, 6, 2, -6, -3.8, -1
> COC(=O)c1cc(NC(=O)c2cc(C(C)(C)C)nn2Cc2cccc(C)c2)ccc1N1CCOCC1
 : -3, -7, 1, 0, 3, -11, 13, 11, -1.0, -7
> COC(=O)c1ccc(NC(=O)NC2CCCCC2)cc1
 : -8, -13, 2, -1, -9, -1, 7, 1, 0.3, 0
> Cc1sc2nc(C(C)C)nc(SCC(=O)NCc3ccco3)c2c1C
 : -15, -3, 2, nt, 4, -4, 11, 4, 2.3, -7
> CCOC(=O)C(O)(C1C(=O)CC(C)(C)CC1=O)C(F)(F)F (centres undefined)
 : -3, -11, 0, -2, 4, 4, 20, -4, 0.6, 1
> COc1ccccc1N1CCNC(C)C1=O (centres undefined)
 : -8, -6, 2, -2, 5, -7, 18, 7, -1.2, -1
> c1cc(-c2cc3cc4c(cc3cn2)OCO4)cs1
 : -5, 2, -2, nt, -3, 15, 0, -15, 5.9, -8
> O=C(O)CCN1C(=O)C(=C2CCCCCC2)SC1=S
 : 1, -12, -2, -3, -7, 0, 10, 0, -1.1, 0
> Cc1ccc(S(=O)(=O)NC(C)C(=O)Nc2ccc(C(N)=O)cc2)cc1 (centres undefined)
 : -8, -2, 2, -1, -4, 31, 2, -31, -0.5, 0
> C#CCn1cc(/C=N/NC(=O)c2cc3ccccc3o2)c2ccccc21
 : -9, 6, 1, -3, 4, 45, 18, -45, -1.4, -2
> CC(C)NS(=O)(=O)c1ccc(Oc2ncc(C(F)(F)F)cc2Cl)cc1
 : -1, -7, -4, -2, -13, -32, -9, 32, 1.5, -4
> CC1=CC(c2ccccc2)n2nnnc2N1 (centres undefined)
 : 0, 1, 0, 0, 4, -6, 38, 6, 2.9, -2
> O=C(C[n+]1ccc(/C=C/c2ccccc2)cc1)c1ccc2c(c1)OCCO2
 : -1, 2, -1, 48, -4, -10, 37, 10, -2.1, 2
> CSc1nnc(C(C)(C)C)c(=O)n1/N=C/c1ccc(Cl)cc1
 : -8, -1, -3, 0, -5, -40, 7, 40, 1.5, -4
> Cc1ccc(C2=NN=C(NC(=O)CSc3nncn3C)SC2)cc1
 : -4, 3, -7, 9, -42, 7, 8, -7, -1.2, -3
> COc1ccc(N2C(=O)C(CC(=O)Nc3ccc(Cl)cc3)N(NC(=O)c3cccc(F)c3)C2=S)cc1 (centres undefined)
 : -9, -2, -3, 0, -7, -3, -7, 3, 1.5, -1
> Oc1ccc(N=Nc2n[nH]c(-c3ccc(Br)cc3)n2)cc1
 : -5, -3, -3, 5, -11, 19, 5, -19, 1.1, 9
> O=C(O)c1cccc(NC(=S)N/N=C/c2ccccc2OCc2ccc(Br)cc2)c1
 : 2, -2, -1, 8, -9, -22, 1, 22, 6.9, 7
> CC(=O)Nc1ccc(NC(=O)CCCCCn2nnc3ccccc3c2=O)cc1
 : 5, -3, -2, -2, -2, -19, 42, 19, -0.6, -3
> COc1ccc(-c2cc(C(=O)Nc3ccc(C)c(C)c3)no2)cc1
 : 1, -5, 0, -5, -13, -15, -3, 15, 1.8, -2
> COc1ccc(C2c3[nH]c4ccccc4c3CCN2Cc2ccoc2)c(F)c1 (centres undefined)
 : 1, -6, -2, 3, -14, -25, 23, 25, -0.3, -4
> CCC1CCCCN1C(=O)CCCOc1ccccc1 (centres undefined)
 : 0, 2, -4, -2, -14, -6, 0, 6, 2.6, -3
> C[C@H](NC(=O)c1nc[nH]c1C(=O)N(C)Cc1ccccc1)c1ccccc1
 : -7, -8, 0, nt, 6, 22, 9, -22, 2.3, -2
> COc1ccc(N(CC(=O)NC(C)(C)C)C(=O)CCC(=O)Nc2nccs2)c(OC)c1
 : -1, 5, -2, -1, -7, 8, -7, -8, -0.9, -3
> Cc1ccc2c(c1)c1c(n2CC(O)CNC(CO)(CO)CO)CCCC1 (centres undefined)
 : -6, -10, 4, nt, -4, 12, 14, -12, 2.0, 5
> O=c1cc(N2CCCCC2)c(-c2ccccc2)nn1Cc1ccccc1Cl
 : -10, -2, -3, -1, 2, nt, -3, nt, -0.6, -6
> CCOC(=O)N1CCN(c2ncnc3c2[nH]c2ccc(OC)cc23)CC1
 : 7, 2, 3, 3, -2, 7, 8, -7, 0.6, -2
> CCCNC(=O)c1oc2ccc3c(c2c1C)C(=O)CC(C)(C)O3
 : 5, -3, -4, -2, -14, -66, 0, 66, -0.6, -4
> Nc1ccc(C(=O)c2cccs2)cc1
 : 5, -2, -4, -1, 7, -18, -10, 18, 0.6, 0
> COC(=O)c1cccc(NS(=O)(=O)c2cccs2)c1C
 : 6, -1, -2, nt, -16, -5, 2, 5, -0.3, 0
> COCCN(C(=O)CSc1n[nH]c(-c2ccccc2)n1)c1c(N)n(Cc2ccccc2)c(=O)[nH]c1=O
 : -10, -4, -4, 0, 1, 26, -3, -26, 1.0, 0
> COc1ccc2oc(C(=O)N3CCCc4ccccc43)c(C)c2c1
 : -14, -4, -4, -2, -12, -74, 5, ?, 0.2, -5
